TRPC4 potent: allosteric potentiators of mouse TRPC4 channel | HEK293 TRPC4beta/mu-opioid, DAMGO EC20, Fluo-4 Ca2+ flux; stronger effect = higher value | B-score at 10 µM | actives 0.42% (n = 310,000);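 active means B-score of calcium response area above 5 SD of library B-scores, with initial fluorescence ratio within 5 SD of library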;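 further: B-score of integrated fluorescence ratio over time as area under calcium response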
TMEM16A act: activators or potentiators of mouse TMEM16A chloride channel; Q8BHY3; HEK293 TMEM16A/YFP-H148Q/I152L, iodide quench fluorescence; stronger effect = lower value; B-score at 10 µM; actives 0.3% (n = 340,000); AID 623877;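 active means fluorescence-ratio B-score plate-corrected deviation score at least 3 library SD below zero, with starting fluorescence score within 5 deviations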;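 further: channel opened by trigger with iodide after compound preincubation; score built on the fluorescence ratio of max minus min over baseline; more negative score means more quench and so TMEM16A activation or potentiation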
TRPC6 act: activators of mouse TRPC6 channel. Q61143. HEK293-TRPC6 membrane potential dye fluorescence; stronger effect = higher value. B-score at 10 µM. actives 0.13% (n = 310,000). AID 2550;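 active means B-score of the integrated fluorescence ratio above library mean plus 3 SD, and starting fluorescence ratio within library mean plus 5 SD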;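 further: higher score means more depolarization so channel activation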
MrgX1 antagonist: human MrgX1 receptor antagonism, primary screen. MRGX1-HEK293 calcium flux, Fluo-4, BAM8-22 antagonism; stronger effect = lower value. actives 1.3% (n = 310,000). B-score at 10 µM. AID 588676;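 active means calcium-response B-score plate-corrected more than 3 library SD below zero, starting fluorescence within 5 deviations, no agonist response on first addition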;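 further: peak minus trough fluorescence over baseline after final BAM8-22 challenge near maximal dose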
Target sequence (Q96LB2 whole entry, looked up): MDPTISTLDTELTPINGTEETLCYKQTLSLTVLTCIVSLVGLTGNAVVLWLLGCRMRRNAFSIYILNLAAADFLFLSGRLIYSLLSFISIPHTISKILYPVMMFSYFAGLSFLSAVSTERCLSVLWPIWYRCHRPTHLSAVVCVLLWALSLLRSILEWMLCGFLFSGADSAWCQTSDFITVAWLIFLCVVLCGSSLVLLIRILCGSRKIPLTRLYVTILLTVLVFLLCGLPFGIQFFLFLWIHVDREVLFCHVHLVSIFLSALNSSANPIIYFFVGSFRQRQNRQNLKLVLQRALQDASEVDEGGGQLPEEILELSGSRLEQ
MrgX1 allo act: human MrgX1 positive allosteric modulation, primary screen; B-score at 10 µM; MrgX1-HEK293, Fluo-4 calcium flux, FDSS; stronger effect = higher value; Q96LB2; actives 0.63% (n = 310,000);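 active means plate-corrected calcium response at least 3 library SD above typical, normal starting fluorescence, not activating the receptor alone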;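 further: compound read alongside a low EC10 to EC30 dose of BAM8-22 agonist; peak minus trough fluorescence over baseline measured at the second addition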
TRPC4 agonist: activators of mouse TRPC4 channel; HEK293 TRPC4beta/mu-opioid, Fluo4 calcium fluorescence; stronger effect = higher value; B-score at 10 µM; actives 0.49% (n = 310,000); AID 2237;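 active means B-score above 5 SD of library B-scores, and initial fluorescence ratio not above library mean plus 5 SD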;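 further: positive B-score marks a calcium rise read as TRPC4 activation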
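Test system: HEK293 cells stably co-expressing mouse TRPC4beta and mu-opioid receptor | Schedule: Fluo4 dye loading 45 min at room temperature, 110 s recording | Measured by: Kinetic Fluo4 calcium fluorescence, 5 s baseline at 1 Hz | Evaluation: B score of integrated ratio | Controls: Buffer (low) and maximal DAMGO (high)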
TMEM16A inh: inhibitors of mouse TMEM16A calcium-activated chloride channel; Q8BHY3; HEK293 TMEM16A/YFP iodide influx fluorescence, ionomycin; normalized B-score (activity score, 25-100; higher = stronger inhibition) at 10 µM; actives 1.2% (n = 310,000); AID 588511;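 active means ratio plate-corrected score three or more library SD toward inhibition, starting fluorescence score within five deviations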;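 further: score derived from kinetic fluorescence span divided by baseline fluorescence per well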
TRPC6 inhibitor: blocks the mouse TRPC6 cation channel. HEK293-TRPC6, membrane potential dye, ACh-evoked depolarization; stronger effect = lower value. AID 2553. B-score at 10 µM. Q61143. actives 1.1% (n = 310,000);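 active means B-score under library mean minus 3 SD, initial fluorescence not abnormally high, positive integrated signal ratio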;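 further: B-score derived from integrated fluorescence ratio over the kinetic read; more negative B-score means stronger inhibition of depolarization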
MrgX1 agonist: activates human MrgX1 receptor signaling; MrgX1-HEK293 cells, Fluo-4 calcium fluorescence, agonist mode; stronger effect = higher value; Q96LB2; B-score at 10 µM; AID 588627; actives 0.44% (n = 310,000);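 active means calcium response B-score plate-corrected fluorescence ratio at least 3 library SD, with starting fluorescence B-score inside 5 SD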
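System: HEK293 cells stably expressing human MrgX1 receptor; Dosing: test compound in the initial addition of three; Schedule: overnight plating, then 30 min 37 °C plus 30 min room-temperature dye loading; Detection: kinetic calcium dye fluorescence, Fluo-4 NW; Controls: per-plate positive and negative controls for Z′ factor.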
RGS4 block: human RGS4 inhibition; P49798; HEK293 M3R/RGS4 inducible, Fluo-4 calcium flux; stronger effect = higher value; triggered by carbachol at its EC20; B-score at 10 µM; actives 0.45% (n = 310,000); AID 463165;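 active means B-score, a plate-corrected calcium signal, over three deviations above library mean, with baseline fluorescence within five deviations of library mean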;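 further: RGS4 expression induced by doxycycline in cells with stable M3 receptor; B-score is computed from the integrated fluorescence ratio over baseline after carbachol; higher B-score means a larger calcium signal and so more RGS4 inhibition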
Target sequence (P49798 whole entry, looked up): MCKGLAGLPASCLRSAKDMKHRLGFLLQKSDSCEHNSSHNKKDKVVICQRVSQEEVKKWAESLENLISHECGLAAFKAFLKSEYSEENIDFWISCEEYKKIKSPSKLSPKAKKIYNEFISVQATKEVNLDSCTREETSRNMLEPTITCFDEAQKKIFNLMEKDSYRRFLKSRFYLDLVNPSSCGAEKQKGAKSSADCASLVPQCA
TRPC4 block: inhibitors of mouse TRPC4 channel. Q9QUQ5. HEK293 TRPC4beta/mu-opioid, DAMGO-evoked Fluo4 calcium flux; stronger effect = lower value. AID 2247. actives 0.39% (n = 300,000). B-score at 10 µM;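 active means B-score over 3 SD under the library average, no early fluorescence shift, positive overall ratio signal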
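Material: HEK293 cells with stable TRPC4beta plus mu-opioid receptor expression / Probe or stimulus: DAMGO in two steps, submaximal then maximal / Compound: single concentration per test compound / Technique: kinetic Fluo4 fluorescence imaging of calcium influx / Read-out: per-well B score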
Active calls of the source: *; i = inactive; . = no result given.

SMILES | TRPC4 potent | TMEM16A act | TRPC6 act | MrgX1 antagonist | MrgX1 allo act | TRPC4 agonist | TMEM16A inh | TRPC6 inhibitor | MrgX1 agonist | RGS4 block | TRPC4 block
Cc1cc(C)c2c(CC(=O)N3CCCC3)coc2c1 | i | i | i | i | i | i | i | i | i | i | i
O=C(CCc1nnc(CCCCc2ccccc2)o1)N1CCC(N2CCCC2)CC1 | i | i | i | i | i | i | i | i | i | i | i
CN1CCN(c2ccc(NC(=O)COc3ccccc3)cc2Cl)CC1 | i | i | i | . | . | i | . | i | . | i | i
CCOC(=O)c1cc(CC)sc1N1C(=O)CC(Sc2ccccc2C(=O)O)C1=O (stereo not given) | i | i | i | i | i | i | i | i | i | i | i
CCn1c(C)nc2cc(C(=O)NNC(=O)Nc3cccc(Cl)c3)ccc21 | i | i | i | -6.31* | i | i | i | i | i | i | i
COc1ccc(CCNC(=O)CN(c2ccccc2)S(C)(=O)=O)cc1OC | i | i | i | i | i | i | i | i | i | i | i
COc1ccc(Cl)cc1NC(=O)CSc1nnc(Cc2cccn2C)n1-c1ccc(F)cc1 | i | i | i | i | i | i | i | i | i | i | i
CCCC(=O)Nc1ccc(Cl)c(NC(=O)c2ccc(Br)o2)c1 | i | i | i | i | i | i | i | i | i | i | i
Cc1cccc(N2CCN(C(=O)/C=C/c3cccs3)CC2C)c1 (stereo not given) | i | i | i | i | i | i | i | i | i | i | i
CCN1CCN(C(=O)CSc2cc(=O)n(C)c3ccccc23)CC1 | i | i | i | i | i | i | i | i | i | i | i
COc1ccc(CC(=O)NNc2ncnc3c2cnn3C)cc1 | i | i | i | i | i | i | i | i | i | i | i
Cc1ccc2cc(CN(CCCO)S(=O)(=O)c3cccc4nsnc34)c(=O)[nH]c2c1C | i | i | i | i | i | i | i | i | i | i | i
COC(=O)c1sc(=S)n(-c2cc(F)ccc2F)c1N | i | i | i | i | i | i | i | i | i | i | i
CCCC(C)NC(=O)C1CCN(S(=O)(=O)c2ccccc2)CC1 (stereo not given) | i | i | i | i | i | i | i | i | i | i | i
Cc1cnc(C(=O)OC(C(=O)c2c[nH]c3ccccc23)c2ccccc2)cn1 (stereo not given) | i | i | i | i | i | i | i | i | i | i | i
CC(c1ccccc1)N1CCn2c(nc3cc(NS(C)(=O)=O)ccc32)C1 (stereo not given) | i | i | i | i | i | i | i | i | i | i | i
COc1ccc(NC(=O)C(=O)NCC2CCCN2S(=O)(=O)c2cccs2)cc1 (stereo not given) | i | i | i | i | i | i | i | i | i | i | i
CN1C2C=C3C(C#N)=C(N)C(C#N)(C#N)C(c4ccc(Br)cc4)C3C1CC2 (stereo not given) | i | i | i | i | i | i | i | i | i | i | i
O=C(Nc1cccnc1N1CCOCC1)c1ccco1 | i | i | i | i | i | i | i | i | i | i | i
O=C1CC(N2CCC(c3nc4ccccc4o3)CC2)C(=O)N1c1ccc(F)cc1 (stereo not given) | i | i | i | i | i | i | i | i | i | i | .
NC(=O)c1ccccc1N/C=C/C(=O)c1ccc(Cl)cc1 | i | i | i | i | i | i | i | i | i | i | i
O=C(NCc1ccccc1)C(=O)Nc1cccc(C(=O)O)c1 | i | i | i | i | i | i | i | i | i | i | i
COc1ccc(N2C(=O)NC(=O)C2=O)cc1 | i | i | i | i | i | i | i | i | i | i | i
CCOC(=O)c1[nH]c(C)c(C(=O)N2CCOCC2)c1C | i | i | i | i | i | i | i | i | i | i | i
COc1ccc(CN2C(=O)c3ccccc3C2=O)cc1C(=O)O | i | i | i | i | i | i | i | i | i | i | i

The list goes on (two carried over from the part before).
SMILES | TRPC4 potent | TMEM16A act | TRPC6 act | MrgX1 antagonist | MrgX1 allo act | TRPC4 agonist | TMEM16A inh | TRPC6 inhibitor | MrgX1 agonist | RGS4 block | TRPC4 block
CCOC(=O)c1[nH]c(C)c(C(=O)N2CCOCC2)c1C | i | i | i | i | i | i | i | i | i | i | i
COc1ccc(CN2C(=O)c3ccccc3C2=O)cc1C(=O)O | i | i | i | i | i | i | i | i | i | i | i
COc1ccccc1/C=C\C(=O)NCC(=O)N/N=C(\C)Cc1ccccc1 | i | i | i | i | i | i | i | i | i | i | i
COc1ccccc1C(=O)C1CCCN(Cc2cccc3nccnc23)C1 (stereo not given) | i | i | i | i | i | i | i | i | i | i | i
CC(Nc1n[nH]c(=O)[nH]c1=O)C(=O)N/N=C/c1cccs1 (stereo not given) | i | i | i | i | i | i | i | i | i | i | i
CCc1ccc(OC)c(S(=O)(=O)N2CCN(C(=O)c3ccco3)CC2)c1 | i | i | i | i | i | i | i | i | i | i | i
COc1ccc(CCNC(=O)c2cnn(-c3ccc(C)c(C)c3)c2NC(=O)c2ccco2)cc1OC | i | i | i | i | i | i | i | i | i | i | i
Cc1cc(C)n2nc(C(=O)Nc3cccnc3)nc2n1 | i | i | i | i | i | i | i | i | i | i | i
CCCC(=O)NC(C)c1nc2ccccc2n1CC (stereo not given) | i | i | i | i | i | i | i | i | i | i | i
O=C1CN(CC(=O)Nc2ccc(Cl)cc2)CCN1 | i | i | i | i | i | i | i | i | i | i | i
COc1ccc(N2CCN(c3oc(COc4ccccc4Cl)nc3C#N)CC2)cc1 | i | i | i | i | i | i | i | i | i | i | i
CCC(=O)N1CCc2cc(S(=O)(=O)CCC(=O)N(C)c3ccc(OC)cc3OC)ccc21 | i | i | i | i | i | i | i | i | i | i | i
COc1cc(OC)c(S(=O)(=O)Nc2ccccc2C(=O)O)cc1S(=O)(=O)Nc1ccccc1C(=O)O | i | i | i | i | i | i | i | i | i | i | i
CN(Cc1cc([N+](=O)[O-])ccc1Cl)C(=O)C[n+]1ccccc1 | i | . | i | i | i | i | i | i | i | i | i
Cc1ccc(CNC(=O)C2CCCN(c3nc4ccccc4o3)C2)cc1 (stereo not given) | i | i | i | i | i | i | i | i | i | i | i
CC(C)(C)OC(=O)CN1C(=O)S/C(=C\c2ccc(-c3cccc(C(=O)O)c3)o2)C1=O | i | . | i | i | i | i | i | i | i | i | i
CCN(CC)C(=O)C1CCCN(Cc2ccccc2C(F)(F)F)C1 (stereo not given) | i | i | i | i | i | i | i | i | i | i | i
CCCCC1CCC(C(=O)N(C)CC(=O)Nc2cccc(F)c2)CC1 (stereo not given) | i | i | i | -5.38* | i | i | i | i | i | i | i
Cn1c(SCc2ccc(C(C)(C)C)cc2)nnc1C1COc2ccccc2O1 (stereo not given) | i | i | i | i | i | i | i | i | i | i | i
COC(=O)c1c(NC(=O)C2CC(C)=C(C)CC2C(=O)O)sc2c1CCCCC2 (stereo not given) | i | i | i | i | i | i | i | i | i | i | i
CCOC(=O)c1[nH]c2ccc(OC)cc2c1NC(=O)c1ccc(OC)c(OC)c1 | i | i | i | i | i | i | i | i | i | i | i
CC1CN(C(=O)C2(C)CC2(Cl)Cl)CC(C)O1 (stereo not given) | i | i | i | i | i | i | i | i | i | i | i
CS(=O)(=O)c1ccccc1-c1nnc(NC(=O)CCS(=O)(=O)c2ccc(Cl)cc2)o1 | i | i | i | i | i | i | i | i | i | i | i
O=C(O)c1cc(-c2ccco2)nn1-c1cccc(Cl)c1 | i | i | i | i | i | i | i | i | i | i | i
Cc1nc2c(N=Nc3ccccc3F)c(N)nn2c(N)c1C#N | i | i | i | i | i | i | i | i | i | i | i
Cc1nc2ccc(NC(=O)c3cc(S(=O)(=O)N4CCOCC4)ccc3C)cc2s1 | i | i | i | i | i | i | i | i | i | i | i
CC(C)Cc1ccc(C(=O)NCCOc2ccccc2)o1 | i | i | i | i | i | i | i | i | i | i | i
Carrying on:
SMILES | TRPC4 potent | TMEM16A act | TRPC6 act | MrgX1 antagonist | MrgX1 allo act | TRPC4 agonist | TMEM16A inh | TRPC6 inhibitor | MrgX1 agonist | RGS4 block | TRPC4 block
Cn1nc(C(F)(F)F)c2cc(C(=O)N3CCOCC3)sc21 | i | i | i | i | i | i | i | i | i | i | i
COc1ccc(OC)c(C2CC(=O)Nc3cc(OC)c(OC)c(OC)c32)c1 (stereo not given) | i | i | i | i | i | i | i | i | i | i | i
O=C(CSc1ccccc1)NCC1(N2CCOCC2)CCCCC1 | i | i | i | i | i | i | i | i | i | i | i
O=C(O)Cn1nc(-c2ccccc2)cc1-c1ccccc1 | i | i | i | -5.63* | i | i | i | i | i | i | i
C/C(CC(=O)Nc1ccc2c(c1)OCCO2)=N\NC(=O)COc1ccc(C)cc1 | i | i | i | i | i | i | i | i | i | i | i
CCN1CCN(c2ccc(S(=O)(=O)N3CCOCC3)cc2NC(=O)c2ccc(C(F)(F)F)cc2)CC1 | i | i | i | i | i | i | i | i | i | i | i
N#CCSc1ccc2nc(-c3ccccc3)cn2n1 | i | i | i | i | i | i | i | i | i | i | i
CCN(CC)c1ccc(C(=O)Nn2c(C)nc3ccccc3c2=O)cc1 | i | i | i | i | i | i | i | i | i | i | i
COc1ccc(CNc2nc(-c3ccccc3)nn2C(=O)c2cccs2)cc1 | i | i | i | -4.88* | i | i | i | i | i | i | i
Cc1ccc(OCCN2C(=O)S/C(=C\c3ccc(C)o3)C2=O)cc1 | i | i | i | i | i | i | i | i | i | i | i
O=S(=O)(NCCN1CCOCC1)c1ccc(-c2ccc(S(=O)(=O)NCCN3CCOCC3)cc2)cc1 | i | i | i | i | i | i | i | i | i | i | i
COc1ccc(OC)c(NC(=O)c2ccc(-n3cccn3)nc2)c1 | i | i | i | i | i | i | i | i | i | i | i
O=[N+]([O-])c1cccc(C(O)C23CN4CN(CN(C4)C2)C3)c1 (stereo not given) | i | i | i | i | i | i | i | i | i | i | i
COC(=O)c1cn(C(=O)c2cc(Br)ccc2Cl)c2ccccc12 | i | i | i | i | i | i | i | i | i | i | i
Cc1ccc(N=C2NC(=O)/C(=C/c3cccnc3)S2)cc1C | i | i | i | i | i | i | i | i | i | i | i
S=c1[nH]nc(-c2ccncc2)n1/N=C/c1ccccc1Cl | i | i | i | i | i | i | i | i | i | i | i
CCc1ccc2[nH]c(=O)c(C(c3nnnn3CC3CCCO3)N3CCCc4ccccc43)cc2c1 (stereo not given) | i | i | i | i | i | i | i | i | i | i | i
COc1ccccc1-n1cnc2sc(C)c(C)c2c1=O | i | i | i | i | i | i | i | i | i | i | i
